Kir21 inh = Kir2.1 (mouse) channel inhibition | P35561 | HEK293-Kir2.1, FluxOR thallium flux fluorescence; active compounds read low | B-score at 10 µM | actives 0.85% (n = 310,000);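 active = fluorescence ratio B-score at or below minus 3 SD of library scores, with starting-brightness B-score within 2 SD, cut at about -4.2 in these data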;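 note: channel flux triggered by added potassium and thallium sulfate stimulus; B-score of peak minus minimum fluorescence over baseline after thallium stimulus; more negative B-score means stronger Kir2.1 block with less thallium influx; some compounds called inactive have numbers as strong as hits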
Target sequence (P35561 whole entry, looked up): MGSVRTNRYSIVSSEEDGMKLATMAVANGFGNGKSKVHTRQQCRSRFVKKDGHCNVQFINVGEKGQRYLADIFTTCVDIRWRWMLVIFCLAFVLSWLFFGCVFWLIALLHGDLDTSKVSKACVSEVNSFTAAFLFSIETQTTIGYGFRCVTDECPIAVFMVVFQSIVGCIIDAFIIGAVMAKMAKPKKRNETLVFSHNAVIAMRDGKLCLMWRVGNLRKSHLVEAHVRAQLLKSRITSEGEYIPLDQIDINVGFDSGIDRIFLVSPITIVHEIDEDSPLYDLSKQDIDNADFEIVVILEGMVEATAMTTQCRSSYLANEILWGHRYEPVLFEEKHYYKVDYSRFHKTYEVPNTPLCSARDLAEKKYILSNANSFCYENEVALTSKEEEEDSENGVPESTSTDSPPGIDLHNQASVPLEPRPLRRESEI
KCNQ2 block = KCNQ2 potassium channel inhibitors, primary screen, cell-based, CHO-K1, FluxOR thallium flux, B-score (AID 2156); O88943; 20 min; active compounds read low; B-score at 10 µM; actives 1.1% (n = 310,000);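 active = fluorescence ratio B-score at most minus 3 library SDs, with starting brightness B-score within 2 library SDs, cut at about -5.5 in these data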
* hit, by the source's call.

What do the screens show for `Cc1nc(Nc2cccc(C(C)O)c2)c2nnn(Cc3ccccc3F)c2n1` (stereo unspecified)?
Kir21 inh: 0.16; KCNQ2 block: inactive

What do the screens show for `CC(=O)N1CCC(=NNC(=O)c2cccs2)CC1`?
Kir21 inh: -2.9; KCNQ2 block: inactive

Results for FC(F)(F)c1cccc(CON=C2CCN(c3ncc(C(F)(F)F)cc3Cl)CC2)c1 ?
Kir21 inh: 2.8; KCNQ2 block: inactive

How did CCOC(=O)CC1=C(C(=O)OCC)C(c2ccc(OC)cc2OC)C(C#N)=C(N)O1 (stereo unspecified) do in these assays?
Kir21 inh: -0.01; KCNQ2 block: inactive

Results for CCCCc1ccc(N2C(=O)[C@@H]3C(CC(N)=O)NC4(C(=O)Nc5ccc(F)cc54)[C@@H]3C2=O)cc1 (stereo partly specified) ?
Kir21 inh: 0.26; KCNQ2 block: inactive

Results for CN(Cc1ccccc1)C(=O)CN1CCN(C(c2ccccc2)c2ccccc2)CC1 ?
Kir21 inh: -2.1; KCNQ2 block: inactive

How did NC(=O)C1(N2CCCCC2)CCN(Cc2ccccc2Cl)CC1 do in these assays?
Kir21 inh: 0.34; KCNQ2 block: inactive

Results for O=S(=O)(NCc1cccnc1)c1cc(Cl)ccc1Cl ?
Kir21 inh: -3; KCNQ2 block: inactive

Results for Cc1csc(CN(C)C(=O)CC2C(=O)NCCN2Cc2ccc(F)cc2Cl)n1 (stereo unspecified) ?
Kir21 inh: 0.24; KCNQ2 block: inactive

What do the screens show for `CN1CCN(S(=O)(=O)c2cccc(C(=O)N(C)C(c3ccccc3)c3ccccc3)c2)CC1`?
Kir21 inh: 0; KCNQ2 block: inactive

Results for COCCSc1nnc(NC(=O)c2ccc([N+](=O)[O-])cc2)s1 ?
Kir21 inh: 0.55; KCNQ2 block: inactive

Results for O=C(COC(=O)CNC(=O)c1sc2ccccc2c1Cl)NC1CCS(=O)(=O)C1 (stereo unspecified) ?
Kir21 inh: 1.7; KCNQ2 block: inactive

How did CCC1CCCCN1S(=O)(=O)c1ccc2c(c1)CCN2C(=O)C1CCC1 (stereo unspecified) do in these assays?
Kir21 inh: -2.2; KCNQ2 block: inactive

How did COc1ccc(NC(=O)C(CCSC)NC(N)=O)cc1Cl (stereo unspecified) do in these assays?
Kir21 inh: -0.03; KCNQ2 block: inactive

How did CSc1ccccc1C(=O)NC1CCCCC1 do in these assays?
Kir21 inh: -0.29; KCNQ2 block: inactive

How did O=C1NC(=O)C(=C2CCCCCC2)S1 do in these assays?
Kir21 inh: 0.01; KCNQ2 block: inactive

How did O=C(CCc1nnc(CCCCc2ccccc2)o1)N1CCC(N2CCCC2)CC1 do in these assays?
Kir21 inh: -0.65; KCNQ2 block: inactive

Results for COc1cc2c(cc1NC(=O)C(C)Sc1ccc(NC(C)=O)cc1)oc1ccccc12 (stereo unspecified) ?
Kir21 inh: 0.58; KCNQ2 block: inactive

Results for O=C(OCC(=O)c1ccccc1Cl)c1cnccn1 ?
Kir21 inh: 2.3; KCNQ2 block: inactive

What do the screens show for `Cc1ccc(NC(=O)COC(=O)c2csc3c2CCC(C)C3)cc1S(=O)(=O)N1CCCCC1` (stereo unspecified)?
Kir21 inh: 0.15; KCNQ2 block: inactive

Brought forward from above: two compounds, then new ones.
Results for O=C(OCC(=O)c1ccccc1Cl)c1cnccn1 ?
Kir21 inh: 2.3; KCNQ2 block: inactive

What do the screens show for `Cc1ccc(NC(=O)COC(=O)c2csc3c2CCC(C)C3)cc1S(=O)(=O)N1CCCCC1` (stereo unspecified)?
Kir21 inh: 0.15; KCNQ2 block: inactive

What do the screens show for `Cc1ccc(-c2cc(C(=O)N3CCN(C(=O)c4ccco4)CC3)no2)cc1`?
Kir21 inh: -0.2; KCNQ2 block: inactive

Results for COc1ccc(CCNC(=O)c2ccccc2NC(=O)C2=C(C)OCCS2)c(OC)c1 ?
Kir21 inh: 0.48; KCNQ2 block: inactive

How did Cc1c(NC(=O)COc2c(F)c(F)c(F)c(F)c2F)c(=O)n(-c2ccccc2)n1C do in these assays?
Kir21 inh: -0.07; KCNQ2 block: inactive

How did CCN(Cc1ccccc1)C(c1cccc(C#N)c1)c1nnnn1C(C)(C)C (stereo unspecified) do in these assays?
Kir21 inh: -0.09; KCNQ2 block: inactive

Results for C=CCOc1ccc(CNc2nn[nH]n2)cc1OC ?
Kir21 inh: -0.01; KCNQ2 block: inactive

Results for Cc1cc(=O)[nH]c(SCCOc2ccc3c(c2)CCC3)n1 ?
Kir21 inh: -0.7; KCNQ2 block: inactive

What do the screens show for `CCOC(=O)Cc1csc(NC(=O)CSc2nc3sc(C(=O)O)c(C)c3c(=O)[nH]2)n1`?
Kir21 inh: -0.11; KCNQ2 block: inactive

What do the screens show for `O=C1/C(=N/n2cnnc2)c2ccccc2N1Cc1ccccc1`?
Kir21 inh: -1.4; KCNQ2 block: inactive

How did O=C(Nn1cnnc1)c1ccccc1CCc1ccccc1 do in these assays?
Kir21 inh: 0.01; KCNQ2 block: inactive

How did COc1ccccc1/C=N/NC(=O)CC(=O)NCc1cccnc1 do in these assays?
Kir21 inh: 3.5; KCNQ2 block: inactive

Results for COC(=O)c1cccc(C23CC4(C2)[C@H](CN(CC2CCCCC2)[C@@H]4c2ccccc2)C3c2ccccc2)c1 (stereo partly specified) ?
Kir21 inh: 0.88; KCNQ2 block: inactive

Results for Cc1cccc(OCC(=O)NS(=O)(=O)c2ccc(Br)cc2)c1 ?
Kir21 inh: 1.2; KCNQ2 block: inactive

Results for COc1ccc(/C=N/NC(=O)c2c(C)nc3ccc(Cl)cn23)cc1OC ?
Kir21 inh: 0.82; KCNQ2 block: inactive

What do the screens show for `O=C1/C(=C/c2cccnc2)SC(=S)N1Nc1ccccc1`?
Kir21 inh: -1.8; KCNQ2 block: inactive

How did Cc1ccc(CCNC(=O)CCNS(=O)(=O)c2ccc3c(c2)c(=O)n(C)c(=O)n3C)cc1 do in these assays?
Kir21 inh: -0.23; KCNQ2 block: inactive

What do the screens show for `Cc1ccc(S(=O)(=O)NN2C(=O)c3ccccc3NC2c2ccccc2)cc1` (stereo unspecified)?
Kir21 inh: 0.86; KCNQ2 block: inactive

How did COc1cc2c(cc1OC)C(c1cc(OC)c(OC)cc1[N+](=O)[O-])N(C(C)=O)CC2 (stereo unspecified) do in these assays?
Kir21 inh: 0.73; KCNQ2 block: inactive

How did CC(C)c1cc(C(=O)N2CCCC(N3CCN(c4ccccc4F)CC3)C2)nc(N)n1 (stereo unspecified) do in these assays?
Kir21 inh: 0.04; KCNQ2 block: inactive

What do the screens show for `C[C@H]1CCC[C@]2(O[C@@H](CCO)C[C@@H](O)[C@@H]2O)O1`?
Kir21 inh: -2.2; KCNQ2 block: inactive

What do the screens show for `C=CCn1c(COc2ccc3c(c2)CCCC3)nnc1SCC(=O)Nc1cccc(SC)c1`?
Kir21 inh: -0.01; KCNQ2 block: inactive

What do the screens show for `COc1cc(NS(=O)(=O)c2ccc(Nc3nc(-c4ccccc4)cs3)cc2)nc(OC)n1`?
Kir21 inh: 3.6; KCNQ2 block: inactive

What do the screens show for `COc1ccc(S(=O)(=O)NCCS(=O)(=O)N2CCN(c3ccccc3)CC2)cc1`?
Kir21 inh: -0.87; KCNQ2 block: inactive

What do the screens show for `CCNC(=O)NC1(C(=O)Nc2ccc3c(c2)OCCO3)CCCCC1`?
Kir21 inh: -0.55; KCNQ2 block: inactive

Results for Cn1cc(/C=C/c2cc[n+](C)cc2)c2cc(Cl)ccc21 ?
Kir21 inh: -14; KCNQ2 block: inactive

Results for O=C(NCCc1ccc(F)cc1)C(=O)NCC1CCCN1S(=O)(=O)c1cccs1 (stereo unspecified) ?
Kir21 inh: -0.49; KCNQ2 block: inactive

Results for Cc1ccc(-n2c(SCC(=O)Nc3nccs3)nc3c(c2=O)SCC3)cc1 ?
Kir21 inh: -0.37; KCNQ2 block: inactive

Results for Cn1nc(C(=O)NC2CCCCC2)c2ccccc2c1=O ?
Kir21 inh: -0.4; KCNQ2 block: inactive

What do the screens show for `CC(=O)C1C(c2cccc([N+](=O)[O-])c2)C2C(C)=NN=C2CC1(C)O` (stereo unspecified)?
Kir21 inh: -0.39; KCNQ2 block: inactive

How did CCN1CCN(c2c(C=O)c(Cl)nc3ccc(OC)cc23)CC1 do in these assays?
Kir21 inh: 0.6; KCNQ2 block: inactive

Results for CCOC(=O)CNC(=O)c1sc2ncnc(N3CCc4ccccc4C3)c2c1C ?
Kir21 inh: 1.2; KCNQ2 block: inactive

What do the screens show for `COC(=O)c1ccccc1-c1cn(C)c2ccccc2c1=O`?
Kir21 inh: -0.61; KCNQ2 block: inactive

What do the screens show for `c1cc(CNC2=NCCCCC2)ccn1`?
Kir21 inh: -0.85; KCNQ2 block: inactive

What do the screens show for `Cc1ccc(C)c(NC(=O)CN(C)C(=O)c2ccc3[nH]c4c(c3c2)CC(C)CC4)c1` (stereo unspecified)?
Kir21 inh: -1.9; KCNQ2 block: inactive

What do the screens show for `COc1ccc(C2=NOC(C(=O)Nc3ccc(C(C)=O)cc3)C2)cc1OC` (stereo unspecified)?
Kir21 inh: -0.04; KCNQ2 block: inactive

What do the screens show for `CCOC(=O)c1nn(-c2ccccc2C)c2nc(CC(C)C)c(C#N)c(=O)n12`?
Kir21 inh: 0.88; KCNQ2 block: inactive

Results for O=c1n(S(=O)(=O)c2cccc3cccnc23)c2ccccc2n1S(=O)(=O)c1cccc2cccnc12 ?
Kir21 inh: 0.62; KCNQ2 block: inactive

What do the screens show for `O=C(NCc1cccnc1)Nc1ccccc1`?
Kir21 inh: -1.5; KCNQ2 block: inactive

How did CCCc1nc(SCC(=O)Nc2ccc(S(=O)(=O)N(C)C)cc2)c2ccccc2n1 do in these assays?
Kir21 inh: 0.71; KCNQ2 block: inactive

Results for CC1CCCC(C)N1C(=O)COC(=O)C1CCN(S(=O)(=O)c2c(Cl)cccc2Cl)CC1 (stereo unspecified) ?
Kir21 inh: 1.7; KCNQ2 block: inactive

Results for CCCNC(=O)c1cc2c3ccccc3n(C)c2s1 ?
Kir21 inh: -0.01; KCNQ2 block: inactive

Looked up by compound from above, 2 records:
What do the screens show for `CC(=O)C1C(c2cccc([N+](=O)[O-])c2)C2C(C)=NN=C2CC1(C)O` (stereo unspecified)?
Kir21 inh: -0.39; KCNQ2 block: inactive

What do the screens show for `COc1ccc(S(=O)(=O)NCCS(=O)(=O)N2CCN(c3ccccc3)CC2)cc1`?
Kir21 inh: -0.87; KCNQ2 block: inactive

More compounds
What do the screens show for `CN(C)N1C(=O)CC(N2CCCC2)C1=O` (stereo unspecified)?
Kir21 inh: -1.7; KCNQ2 block: inactive

Results for O=C(NC1CCCCC1)C(c1ccccc1)N1CCCC1 (stereo unspecified) ?
Kir21 inh: 0.06; KCNQ2 block: inactive

How did Cc1ccc(S(=O)(=O)NNC(=S)NC(=O)c2ccc([N+](=O)[O-])cc2)cc1 do in these assays?
Kir21 inh: 0.38; KCNQ2 block: inactive

How did CCC(C)NCCCOc1cc(Cl)ccc1Cl (stereo unspecified) do in these assays?
Kir21 inh: -3.3; KCNQ2 block: inactive

Results for CC(C)Cc1nc(N2CCC(C(N)=O)CC2)c2nnn(Cc3ccccc3)c2n1 ?
Kir21 inh: -0.02; KCNQ2 block: inactive

How did COc1cccc(-c2nn3c(-c4ccccn4)nnc3s2)c1 do in these assays?
Kir21 inh: 0.1; KCNQ2 block: inactive

What do the screens show for `Cc1ccccc1CCNC(=O)CCn1ccc2cc(S(=O)(=O)N3CCCC3)ccc21`?
Kir21 inh: 2.3; KCNQ2 block: inactive

How did CCOC(=O)c1sc(NC(=O)C2CCC2)cc1C do in these assays?
Kir21 inh: 0.12; KCNQ2 block: inactive

How did CCn1cc(C2=NC(CC(C)C)CO2)c2ccccc21 (stereo unspecified) do in these assays?
Kir21 inh: 0.03; KCNQ2 block: inactive

What do the screens show for `O=C(COc1ccccc1)NCc1ccccc1`?
Kir21 inh: 0.5; KCNQ2 block: inactive

What do the screens show for `COc1ccc(Cl)cc1S(=O)(=O)NC(C)C(=O)NCc1ccccn1` (stereo unspecified)?
Kir21 inh: -2.3; KCNQ2 block: inactive

How did CC1CC(C)CN(CCCNC(=O)C2CCCN(c3nnc(N4CCCC4=O)s3)C2)C1 (stereo unspecified) do in these assays?
Kir21 inh: -1.4; KCNQ2 block: inactive

What do the screens show for `Cc1cc(N2CCN(Cc3ccc4c(c3)OCO4)CC2)n2ncnc2n1`?
Kir21 inh: 2.2; KCNQ2 block: inactive

Results for O=C(C1CCCCN1S(=O)(=O)c1ccccc1[N+](=O)[O-])N1CCOCC1 (stereo unspecified) ?
Kir21 inh: -1.5; KCNQ2 block: inactive

Results for Cc1ccc(N/C=C/C(=O)c2sc(-c3ccccc3)nc2C)cc1 ?
Kir21 inh: 0.7; KCNQ2 block: inactive

What do the screens show for `C=CCOC(=O)C1=C(C)NC(SCC(N)=O)=C(C#N)C1c1cccs1` (stereo unspecified)?
Kir21 inh: 0.16; KCNQ2 block: inactive

Results for O=C1/C(=C/c2cccc([N+](=O)[O-])c2)Oc2cc(O)ccc21 ?
Kir21 inh: -0.23; KCNQ2 block: inactive

Results for C/C(CC(=O)Nc1cccnc1)=N\NC(=O)c1ccc([N+](=O)[O-])c(Cl)c1 ?
Kir21 inh: 0.06; KCNQ2 block: inactive

Results for Cc1nc(CCNC(=O)CC2C(=O)NCCN2CC(C)(C)C)nc2c1CCC2 (stereo unspecified) ?
Kir21 inh: -0.84; KCNQ2 block: inactive

What do the screens show for `Cc1ccc(NC(=O)CN(C)C(=O)COc2ccc(C(=O)c3ccc(F)cc3)cc2)cc1`?
Kir21 inh: -2.6; KCNQ2 block: inactive

What do the screens show for `CSc1cccc(NC(C)=O)c1`?
Kir21 inh: 1.3; KCNQ2 block: inactive

Three entries already listed, arranged by molecular weight, highest first:
What do the screens show for `Cc1ccc(NC(=O)CN(C)C(=O)COc2ccc(C(=O)c3ccc(F)cc3)cc2)cc1`?
Kir21 inh: -2.6; KCNQ2 block: inactive

Results for O=C(C1CCCCN1S(=O)(=O)c1ccccc1[N+](=O)[O-])N1CCOCC1 (stereo unspecified) ?
Kir21 inh: -1.5; KCNQ2 block: inactive

How did CCOC(=O)c1sc(NC(=O)C2CCC2)cc1C do in these assays?
Kir21 inh: 0.12; KCNQ2 block: inactive

Source: PubChem
